# DT40 TDP1 no CPT – qHTS for Inhibitors of human tyrosyl-DNA phosphodiesterase 1 (TDP1): qHTS in cells in absence of CPT. DT40 Tdp1-/- hTDP1 cells, no CPT, ATP luminescence, 48 h. Potency, µM (top dose mostly 46.2 µM), for inactives: top-dose activity change, negative = growth inhibition, actives largely listed as inhibitors. 15% of 420,000 active; further: nearly all actives have a fitted effect of over 55% in size
#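 Stably hTDP1-transfected Tdp1-null chicken DT40 cells were treated with library compounds minus camptothecin and grown for at least 48 hr at 37 °C, after which cellular ATP was quantified by luminescence.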
# N370S GC – inhibits or activates N370S mutant glucocerebrosidase | N370S GC spleen homogenate, 4MU-glucoside fluorescence | Potency, µM (highest dose often 59.4 µM), for inactives: at the highest dose activity change, negative = inhibition, most hits filed as inhibitors | 0.092% of 330,000 active | AID 2101;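 further: 0% = full enzyme activity and -100% = no enzyme basal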
# TDP1 block – inhibitors of human tyrosyl-DNA phosphodiesterase TDP1; Q9NUW8; recombinant TDP1, AlphaScreen DNA substrate cleavage; Potency, µM (doses to about 130 µM), for the others: at the highest dose activity change, negative = inhibition, most hits filed as inhibitors; 0.28% of 350,000 active; AID 485290; further: nearly all actives have a fitted effect of over 40% in size
# Target sequence (Q9NUW8 whole entry, looked up): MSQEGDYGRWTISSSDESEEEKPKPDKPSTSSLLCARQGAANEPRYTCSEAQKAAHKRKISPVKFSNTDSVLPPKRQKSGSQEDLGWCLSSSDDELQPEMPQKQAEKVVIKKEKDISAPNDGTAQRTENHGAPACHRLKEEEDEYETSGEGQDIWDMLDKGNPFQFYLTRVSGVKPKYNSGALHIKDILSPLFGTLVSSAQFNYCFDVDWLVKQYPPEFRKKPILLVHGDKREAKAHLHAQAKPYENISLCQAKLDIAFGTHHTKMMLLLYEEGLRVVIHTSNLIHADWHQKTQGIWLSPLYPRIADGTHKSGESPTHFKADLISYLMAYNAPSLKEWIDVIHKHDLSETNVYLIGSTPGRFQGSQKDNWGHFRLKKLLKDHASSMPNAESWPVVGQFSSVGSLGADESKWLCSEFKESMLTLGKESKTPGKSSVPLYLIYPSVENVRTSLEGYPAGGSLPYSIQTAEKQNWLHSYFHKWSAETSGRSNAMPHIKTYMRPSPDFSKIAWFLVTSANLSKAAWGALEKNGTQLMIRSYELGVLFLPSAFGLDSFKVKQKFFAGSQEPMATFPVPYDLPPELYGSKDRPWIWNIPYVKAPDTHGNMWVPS
#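 E. coli-derived human Tdp1, 1 nM final. Cpd preinc 15 min RT; substrate 15 nM final, 5 min RT; AS bead mix 10 ug/ml final, 10 min RT. Signal loss = tyrosine-FITC cleavage. No-enzyme wells = max signal.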
# * marks the source's active call; other numbers are inactive results; ? = inconclusive; nt = not tested or not shown; & = joins results of further samples; ! = not active in a repeat; [ ] = another dose, or the depositor's remark. The call rests on the fitted dose curve; in most records, active means well fitted curve in the direction sought with a large enough effect; inconclusive means small, poorly fitted or top-dose-only effect, or another doubt; inactive means no such curve, though single readings can be large; an effect the other way counts as inactive or inconclusive. Unless noted, on the % scale 0 is the no-effect control and ±100 the full control effect; potency means the concentration at half of the fitted maximal effect.
SMILES,DT40 TDP1 no CPT,N370S GC,TDP1 block
Cc1c(O)ccc(C(=O)CN2CC(C)OC(C)C2)c1O (stereo unspecified),-2%,-7%,2%
Cc1ccc(-c2ccc(=O)n(CC(=O)N3CCC4(CC3)OCCO4)n2)cc1,16%,-4%,3%
COc1ccc(-c2coc3cc(OC(=O)N4CCOCC4)ccc3c2=O)cc1,18µM*,-12%,3%
CCCCC/C=C\C/C=C\C/C=C\C/C=C\CCCC(=O)NCC(=O)O,-3%[4.12 µM],-3%&-11%&29%&-7%,32µM*!
Cc1cccc(-c2nn3c(=O)cc(CN4CCN(C(=O)COc5ccc(Cl)cc5)CC4)nc3s2)c1,?,nt,11%
CC(C)n1cnc2c(C(=O)N[C@H]3CN4CCC3CC4)cc(Cl)cc21,?,-23%&-2%,9%
CCC(C)C12CN3CCN(CC(C)(C3)C1O)C2 (stereo unspecified),1%,6%,-1%
COC(=O)[C@@]1(Cc2ccccc2)[C@H]2c3cc(C(=O)N(C)C)n(C)c3C[C@H]2CN1C(=O)c1ccccc1,nt,-7%,12%
CC1=NN(c2ccccc2)C(=O)C1/C=C1\C(=O)NC(=O)N(c2cc(C)cc(C)c2)C1=O (stereo unspecified),?,-1%,2%
O=c1ccc(=O)[nH][nH]1,nt,11%,2%
O=C(NC1CC1)c1cn(Cc2ccccc2)nc1-c1ccccc1,-16%,-1%,0%
[N-]=[N+]=NCCN1CCC(O)CCC1=O (stereo unspecified),-1%&-4%,2%,nt
CCc1ccc(NC(=O)CCNC(=O)N2C[C@H]3C[C@@H](C2)c2cccc(=O)n2C3)cc1,-2%,3%,nt
OC(CN1CCC(c2c[nH]c3ccccc23)CC1)C(F)(F)F (stereo unspecified),-29%,-5%,nt
COC(=O)C1=C(c2ccc(C(C)=O)cc2)C[C@@H]2CC[C@H]1N2C(=O)N1CCC(O)(c2ccc(Cl)cc2)CC1,9.2µM*,nt,3%
CC/C=C\C/C=C\C/C=C\C/C=C\C/C=C\CCCC(=O)NC(C)C(=O)O (stereo unspecified),nt,1%,4%
Cc1ccc(-c2nn(C)c(=O)c3ccccc23)cc1CNC(=O)/C=C/c1ccccc1,?,15%,4%
Cc1ccc2c(c1)C(c1ccccc1)=NCC(=O)N2,13%,0%,5%
Cc1ccc(N)c(C(=O)c2ccccc2)c1,-13%,13%,8%
CC(NS(=O)(=O)OCC(Cl)(Cl)Cl)c1ccccc1 (stereo unspecified),5%,0%,nt
Cc1cc(NC(=O)CCl)no1,18µM*,15%,5%
COP(=S)(OC)c1c(C)nn(CCC#N)c1NC(=O)c1ccc(Cl)cc1,-8%,-10%,nt
COC(=O)C1=C(c2c(C)noc2C)C[C@@H]2CC[C@H]1N2C(=O)N1CCOCC1,3%,nt,1%
N=C1c2ccccc2CN1c1ncccn1,-22%,0%,5%
CN(C)c1cc[n+](CC(O)C[n+]2ccc(N(C)C)cc2)cc1,-7%,-15%,-1%
CCOc1ccc(NC(=O)N2C[C@H]3C[C@@H](C2)c2cccc(=O)n2C3)cc1,11%,0%,nt
CCc1ccc(N2C(=O)NC(=O)/C(=C\C=C\c3ccco3)C2=O)cc1,3.3µM*,13%,-1%
N#Cc1ccc(CN2CC[C@@]3(CCCNC3)C2)cc1,?,-2%,nt
O=C(O)c1ccc(NC(=O)N2C[C@H]3C[C@@H](C2)c2cccc(=O)n2C3)cc1,4%[9.04 µM],-5%&0%,7%
Nc1ccccc1C(=O)OCC(=O)Nc1ccc(Br)cc1F,-7%,8%,0%
O=C(Cc1cc(=O)[nH]c(=O)[nH]1)N1CCN(CCO)CC1,0%,8%,nt
COC(=O)C1=C(c2ccc(F)cc2F)C[C@@H]2CC[C@H]1N2C(=O)NCc1ccc(C(F)(F)F)cc1,21µM*,nt,0%
CCOc1ccc(CNC(=O)c2cccc(Nc3nc4ccccc4n4nnnc34)c2)cc1OC,?,nt,-4%[12.3 µM]
O=C(Oc1nsnc1N1CCOCC1)N(c1ccccc1)c1ccccc1,-16%,?,4%
Clc1ccc(CNC2CN3CCC2CC3)cc1 (stereo unspecified),-6%,-1%,6%
CNCCc1c[nH]c2ccccc12,1%,-11%,10%
CC(=O)N(C1=NCCCS1)c1ccc(F)cc1,-15%,-3%,4%
CC(C)c1oc(=O)cc2c1[C@@H](O)[C@H]1OC(=O)[C@@]3(C)CC[C@@H](O)[C@@]2(C)C13 (stereo partly specified),5.2µM*,13%,0%
COc1ccc2ccc(O)c(CN3CC=C(c4ccccc4)CC3)c2c1,18µM*,-20%,0%
CC1CCN(C(=O)Cn2c3ccccc3c3nc4n(c(=O)c32)CCCS4)CC1,?,2%,4%
O=C(Nc1ccc2c(c1)OCO2)c1cn(Cc2ccc(F)cc2)nn1,-12%,0%,7%
O=C1CC(c2ccc(F)cc2)c2c(c3ccccc3oc2=O)O1 (stereo unspecified),-5%,nt,2%
CCOC(=O)c1c(N)n(CCN2CCOCC2)c2nc3ccccc3nc12,-11%,21%,0%
CCCn1cc(C(=O)O)cn1,-2%,0%,-5%
CCn1c(C)c(C(=O)NCCc2ccccc2)c2cc(OC)ccc21,-22%,?,nt
CCC1(c2cccc(O)c2)CCCCN(C)C1 (stereo unspecified),-18%,-3%,nt
COC(=O)[C@]1(C)N[C@H](CN(C)S(=O)(=O)c2ccc(-c3ccccc3)cc2)[C@@H]2C(=O)N(Cc3ccccc3)C(=O)[C@@H]21,?,nt,0%
C[C@@H]1O[C@@H](O[C@@H]2C=C3CCC4C(CC[C@]5(C)[C@@H](c6ccc(=O)oc6)CC[C@]45O)[C@@]3(C)CC2)[C@H](O)[C@H](O)[C@H]1O (stereo partly specified),0.015µM*,5%,nt
Cc1ccc(N)c(C)c1,1%,0%,3%&9%
Nc1c(C(=O)NCCN2CCOCC2)c2nc3ccccc3nc2n1Cc1ccco1,15µM*,6%,nt

# Next part; the last 5 above are carried over.
SMILES,DT40 TDP1 no CPT,N370S GC,TDP1 block
CCC1(c2cccc(O)c2)CCCCN(C)C1 (stereo unspecified),-18%,-3%,nt
COC(=O)[C@]1(C)N[C@H](CN(C)S(=O)(=O)c2ccc(-c3ccccc3)cc2)[C@@H]2C(=O)N(Cc3ccccc3)C(=O)[C@@H]21,?,nt,0%
C[C@@H]1O[C@@H](O[C@@H]2C=C3CCC4C(CC[C@]5(C)[C@@H](c6ccc(=O)oc6)CC[C@]45O)[C@@]3(C)CC2)[C@H](O)[C@H](O)[C@H]1O (stereo partly specified),0.015µM*,5%,nt
Cc1ccc(N)c(C)c1,1%,0%,3%&9%
Nc1c(C(=O)NCCN2CCOCC2)c2nc3ccccc3nc2n1Cc1ccco1,15µM*,6%,nt
CC(=O)O[C@H]1CCC2C3CCC4=CC(=O)CCC4=C3C=C[C@@]21C (stereo partly specified),?,-9%,nt
COc1ccccc1-c1nn2c(=O)cc(CN3CCN(C(=O)Nc4ccc(C)cc4Cl)CC3)nc2s1,6.5µM*,nt,8%
CC(=O)Nc1ccc(C(=O)OCC(=O)Nc2ccc(Cl)cc2C(=O)c2ccccc2)cc1,?,18%,8%
CCCN(C/C=C\I)[C@@H]1CCc2ccc(O)cc2C1,?,-1%,14%[56.1 µM]
CC(C)(C)NC(=O)CN1CCCN(C(=O)COc2ccc(Cl)c3ccccc23)CC1,?,nt,-1%[56.1 µM]
CCCC(=O)c1cc(CP(=O)(OCC)OCC)oc1C,4%,2%,1%
CCS(=O)(=O)C1=NN2C(=N)/C(=C\c3ccc(OC(=O)c4ccco4)cc3)C(=O)N=C2S1,?,-16%,-5%
COc1ccc2c3c1OC1[C@H](O)CCC4[C@@H](C2)N(C)CC[C@]314 (stereo partly specified),-6%,nt,-1%
COC1=CC(=O)OC(CCc2ccccc2)C1 (stereo unspecified),nt,7%,15%
Nc1nc(NC(=O)/C=C/c2ccc(F)cc2)nn1-c1ccccc1,?,24%,5%

# Fetched one by one from the list above, 7 records:
SMILES,DT40 TDP1 no CPT,N370S GC,TDP1 block
COc1ccccc1-c1nn2c(=O)cc(CN3CCN(C(=O)Nc4ccc(C)cc4Cl)CC3)nc2s1,6.5µM*,nt,8%
COc1ccc2c3c1OC1[C@H](O)CCC4[C@@H](C2)N(C)CC[C@]314 (stereo partly specified),-6%,nt,-1%
COC1=CC(=O)OC(CCc2ccccc2)C1 (stereo unspecified),nt,7%,15%
CC(=O)O[C@H]1CCC2C3CCC4=CC(=O)CCC4=C3C=C[C@@]21C (stereo partly specified),?,-9%,nt
CC(C)(C)NC(=O)CN1CCCN(C(=O)COc2ccc(Cl)c3ccccc23)CC1,?,nt,-1%[56.1 µM]
CCCN(C/C=C\I)[C@@H]1CCc2ccc(O)cc2C1,?,-1%,14%[56.1 µM]
CCCC(=O)c1cc(CP(=O)(OCC)OCC)oc1C,4%,2%,1%

# More records.
SMILES,DT40 TDP1 no CPT,N370S GC,TDP1 block
Cc1ccc(C2SCC(=O)Nc3c2c(=O)[nH]n3C2CCOC(C)(C)C2)cc1 (stereo unspecified),7%,-2%,3%
N[C@@]1(C(=O)O)CC[C@H](C(=O)O)C1,-17%&8%&-19%,10%&-2%&4%,17%[56.1 µM]
c1csc(CN2CC3(CCNCC3)C2)n1,-19%,-8%,nt
CCCCCCCCCC[n+]1cccc([C@@H]2CCCN2C)c1,nt,-9%,2%
CCC(=NCc1cccnc1)c1c(O)n(C2CCCCC2)c(=O)[nH]c1=O,?,21%,1%
CCCCCCCCCCCCn1ccc(=N)cc1,0.41µM*,-20%,7%
Cc1ccc(N2C(=O)NC(=O)C3(Cc4ccccc4N4CCCC43)C2=O)cc1 (stereo unspecified),-26%,-2%,1%[56.1 µM]
COc1ccc(Cl)cc1NC(=O)CSc1ncnc2c1oc1ccccc12,?,1%,6%
CCn1c(O)c(C=Nc2ccc(N3CCOCC3)c(Br)c2)c(=O)n(CC)c1=S,5%,-1%,-2%
CCCc1nc2ccccc2c(=O)n1-c1ccc(O)cc1,-30%,3%,0%
CCOCCOC(C)=O,0%[92.5 µM],5%,12%
CCOc1cc(CNC(C)C(O)c2ccccc2)cc(Cl)c1OCC (stereo unspecified),?,2%,-11%
O=Cc1ccc2c(c1)OCO2,nt,-4%,18%
CCOc1ccc(Oc2nc(NCC(C)C)nc(N(C)C)n2)nn1,?,18%,-14%
CCOc1ccc(-c2cc(C)[n+](CCc3ccc(OC)c(OC)c3)c(-c3ccc(OCC)cc3)c2)cc1,1.2µM*,-15%,nt
CC1CCCN(C(=O)CN2C3CCC2CC(O)(c2ccc(F)cc2)C3)C1 (stereo unspecified),6%,-1%,1%
COC1=CC(=O)O[C@@H](/C=C\c2ccccc2)C1,nt,14%[21.6 µM],10%[21 µM]
C[C@]12C=CC(=O)C=C1CCC1C2=CC[C@]2(C)[C@@H](C(=O)CN3CCN(c4cc(N5CCCC5)nc(N5CCCC5)n4)CC3)CC[C@@H]12 (stereo partly specified),nt,-9%,12%
N=c1ccccn1Cc1ccccc1,-7%,-1%,6%
COc1cccc(OC)c1CN1CCCC(C(=O)c2cccc(Cl)c2)C1 (stereo unspecified),?,-2%,nt
COc1ccc(C=O)cc1OC,nt,14%,10%
N#Cc1c(Cl)cccc1Cl,-2%,1%,6%
COc1ccccc1C(=O)Nc1ccc2nc(SCC(=O)N3CCCc4ccccc43)sc2c1,2.9µM*,nt,3%
Cn1c(=O)c2c(-c3ccccc3)n3c(c2n(C)c1=O)C(c1cc(Cl)ccc1O)Nc1ccccc1-3 (stereo unspecified),15µM*,nt,6%
CCOP(=O)(OCC)C1(C(=O)O)CCCC1,7%,4%,-1%
Cc1nc2cc(-c3ccccc3)nn2c(C)c1CCC(=O)N1CCC2(CC1)OCCO2,-14%,5%,2%
Cc1cc(/C=C2\C(=O)NC(=O)N(c3ccccc3)C2=O)c(C)n1-c1ccc(C(=O)O)c(Cl)c1,11%,-5%,nt
CC1(C)CC(=O)C=C(NCCN2CCN(C(=O)Cc3ccc(Cl)cc3)CC2)C1,-2%,-4%,5%
CCN(CC)c1ccc(/C=C2/C(=O)NC(=O)N(CC3CCCO3)C2=O)cc1 (stereo unspecified),-27%,-18%,-1%
CCCCn1c(=O)c(C=Nc2cc([N+](=O)[O-])ccc2OC)c(O)n(CCCCl)c1=O,-29%,10%,8%
CN1CCN(c2ccc(C(F)(F)F)cc2N)CC1,-10%,-9%,2%
CCC1C2CC3C4N(C)c5ccccc5C45CC(C2C5O)N3[C@@H]1O (stereo partly specified),-27%,-13%,nt
NC(=S)Nc1ccccc1,nt,2%&-1%,3%&10%
O=C(N=Nc1c(O)[nH]c(=O)[nH]c1=O)C1COc2ccccc2O1 (stereo unspecified),?,-8%,-10%
COC(=O)c1c(C)n(Cc2ccccc2)c2ccc(O)cc12,-14%,-5%,3%
O=C(O)c1nn(Cc2ccc(Cl)cc2Cl)c2ccccc12,-8%&22%&-11%&30%,10%&3%&-1%,-10%[56.1 µM]
CC1=CC2/C=C(\C)CCC(O)C(O)/C=C/C(=O)C23C(=O)NC(CC(C)C)C3C1C (stereo unspecified),1.8µM*,10%,1%
CCN(CC)CCCN=Cc1c(O)n(-c2cccc(C)c2C)c(=O)[nH]c1=O,4%,3%,3%
COc1ccc(N)cc1,nt,-3%&0%,18%&15%
COc1cccc(C(=O)C2CCCN(Cc3ccccn3)C2)c1 (stereo unspecified),?,8%,nt

# This is a subset, so the mix of outcomes need not match the whole.
